PTHR1 agonist: qHTS for PTHR1 Agonists: Primary Screen | HEK293 GP2 PTHR1 cells, GloSensor cAMP luminescence, 1 h | 410,000 compounds, 0.075% hits | Parathyroid hormone/parathyroid hormone-related peptide receptor (Homo sapiens), Q03431 | Potency, µM (highest dose often 115 µM), inactives show top-dose activation, hits mostly activators | AID 743266, 2014; note: potency is the fitted concentration of half-maximal effect; nearly all actives have a fitted effect of over 55% in size; some results filed as inactive show a strong effect at the top dose; inactives centre near -15; many of its hits are not listed in these tables
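HEK-293-derived GP2 cells expressing PTHR1 and a GloSensor cAMP reporter, 3,000/well, plated overnight, given luciferin plus IBMX (each 0.5 mM as added) for 1 h at 37 °C, then compound for 1 h at 37 °C. Luminescence was read after 15 min at room temperature.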
PLK1 PBD block: qHTS for Inhibitors of PLK1-PDB (polo-like kinase 1 - polo-box domain): Primary Screen; Serine/threonine-protein kinase PLK1 (Homo sapiens), P53350; Plk1 PBD binding of FITC phosphopeptide, fluorescence polarization; Potency, µM, inactives show max response, negative = inhibition, actives largely listed as inhibitors; 360,000 compounds, 2.8% hits; AID 720504, 2013; note: potency is the fitted concentration of half-maximal effect; series mostly up to about 57 µM; % is set by controls: 0 for no effect and ±100 for the full control effect; nearly all actives have a fitted effect of over 65% in size
Target sequence (P53350 whole entry, looked up, the tested form may be a part): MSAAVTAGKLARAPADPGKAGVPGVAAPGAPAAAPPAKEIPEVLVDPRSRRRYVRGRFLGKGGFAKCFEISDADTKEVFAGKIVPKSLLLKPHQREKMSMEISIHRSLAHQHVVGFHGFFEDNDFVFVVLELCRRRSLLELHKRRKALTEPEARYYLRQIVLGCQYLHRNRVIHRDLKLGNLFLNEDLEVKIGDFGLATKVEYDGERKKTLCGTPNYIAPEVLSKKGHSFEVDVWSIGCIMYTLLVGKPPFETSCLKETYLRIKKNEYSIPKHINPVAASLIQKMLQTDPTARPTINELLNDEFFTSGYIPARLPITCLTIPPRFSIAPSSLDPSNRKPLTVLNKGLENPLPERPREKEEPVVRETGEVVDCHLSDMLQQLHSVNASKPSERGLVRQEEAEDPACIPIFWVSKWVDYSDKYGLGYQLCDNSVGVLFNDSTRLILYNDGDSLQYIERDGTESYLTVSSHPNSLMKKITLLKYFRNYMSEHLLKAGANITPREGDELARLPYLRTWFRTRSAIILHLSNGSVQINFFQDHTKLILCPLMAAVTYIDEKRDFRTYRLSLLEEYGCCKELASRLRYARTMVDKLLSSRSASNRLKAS
IL-2 act: qHTS of IL-2 Activators | IL-2 activation reporter assay, cell-based qHTS; stimulated with anti-CD3/CD4/CD28 beads; in transgenic mouse T cells | activation, % (series mostly up to about 46 µM) | 360,000 compounds, 0.065% hits; in the data active = activation above about 50%; inconclusive = mostly about 30% to 49%; note: 0% is about no effect
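Readout: EGFP and DsRed signals by fluorescent plate cytometry. Unstimulated transgenic mouse T cells received compound 60 min before antibody-bead stimulation, then incubated 18 h at 37 degrees C.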
GLP1R cytotox: qHTS of GLP-1 Receptor Inverse Agonists: Cytotox Screen. HEK293 cAMP-luciferase reporter cells, luminescence, 24 h. Potency, µM (series often up to 38.3 µM), without a hit: top-dose activity change, negative = inhibition, usual class: inhibitors. 410,000 compounds, 0.13% hits. AID 624418, 2012;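 note: loss of luciferase light is scored as toxicity; potency is the fitted concentration of half-maximal effect; % is set by controls: 0 for no effect and ±100 for the full control effect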
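Step one: seed cells (200 cells/uL, DMEM with 10% Nu serum, 1% pen-strep). Step two: 12-hour incubation at 37 deg C. Step three: pin 23 nL compound, incubate 24 hr. Step four: add luciferase reagent, read luminescence 12 min later.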
EPAC1 antag: qHTS for Antagonist of cAMP-regulated guanine nucleotide exchange factor 3 (EPAC1): primary screen; 360,000 compounds, 0.14% hits; Rap guanine nucleotide exchange factor 3 (Homo sapiens), O95398; Potency, µM (top dose mostly 115 µM), without a hit: at the highest dose activity change, negative = inhibition, most hits filed as inhibitors; AID 720709, 2013; EPAC1 GEF assay, Rap1b-BODIPY-GDP exchange fluorescence;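 note: potency is the fitted concentration of half-maximal effect; plate controls were vehicle for no effect and positive control for full effect; nearly all actives have a fitted effect of over 50% in size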
GLP-1R inv ag: qHTS of GLP-1 Receptor Inverse Agonists (Inhibition Mode). 410,000 compounds, 1.6% hits. HEK293 GLP-1R CRE-luciferase, luminescence, 24 h; GLP-1R form is constitutively active. Potency, µM (highest dose often 38.3 µM), for the others: top-dose activity change, negative = inhibition, hits mostly inhibitors. Glucagon-like peptide 1 receptor (Homo sapiens), P43220; note: potency is the fitted concentration of half-maximal effect; % is set by controls: 0 for no effect and ±100 for the full control effect; nearly all actives have a fitted effect of over 55% in size
Target sequence (P43220 whole entry, looked up): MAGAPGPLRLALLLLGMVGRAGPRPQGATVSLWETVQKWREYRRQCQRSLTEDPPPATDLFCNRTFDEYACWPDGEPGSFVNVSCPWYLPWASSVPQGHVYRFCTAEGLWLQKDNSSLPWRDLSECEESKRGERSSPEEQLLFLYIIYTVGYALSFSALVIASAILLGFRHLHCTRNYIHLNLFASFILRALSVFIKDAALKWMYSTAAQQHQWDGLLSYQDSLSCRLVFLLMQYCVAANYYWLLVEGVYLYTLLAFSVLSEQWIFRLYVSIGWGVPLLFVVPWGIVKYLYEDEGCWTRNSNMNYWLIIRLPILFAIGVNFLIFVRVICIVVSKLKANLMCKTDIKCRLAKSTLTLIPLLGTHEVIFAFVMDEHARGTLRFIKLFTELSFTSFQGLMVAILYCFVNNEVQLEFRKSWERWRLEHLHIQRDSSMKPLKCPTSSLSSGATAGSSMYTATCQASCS
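GLP-1R inverse agonism mode: basal reporter luminescence in engineered HEK293 cells measured after one day of compound exposure at 37 deg C, with a 12 min room-temperature detection step.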
EPAC1 agonist: qHTS for Agonist of cAMP-regulated guanine nucleotide exchange factor 3 (EPAC1): primary screen; 360,000 compounds, 0.073% hits; Potency, µM (titrated, usually from 154 µM), inactives show at the top dose activation, most hits filed as activators; EPAC1 agonist qHTS, biochemical assay; response scale: 100% = response to 6.5 mM cAMP; Rap guanine nucleotide exchange factor 3 (Homo sapiens), O95398; note: potency is the fitted concentration of half-maximal effect; nearly all actives have a fitted effect of over 60% in size
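Nucleotide exchange by EPAC1 (100 nM) on Rap1B–BODIPY-GDP (250 nM) in the presence of 50 uM GDP is tracked fluorescently at 480/540 nm over 30 min. Signals are normalized to a 6.5 mM cAMP control.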
GLP-1R agonist: qHTS of GLP-1 Receptor Agonists | HEK293 GLP-1R CRE-luciferase, luminescence, 4-6 h; cells express a hypersensitive GLP-1R form | Potency, µM (highest dose often 45.6 µM), for the others: top-dose activation, actives largely listed as activators | 380,000 compounds, 0.007% hits | AID 624172, 2012; note: potency is the fitted concentration of half-maximal effect; % of control where 0% means no effect
PI5P4Ka inh: qHTS for Inhibitors of phosphatidylinositol 5-phosphate 4-kinase (PI5P4K); max response, %; 330,000 compounds, 1.2% hits; PI5P4Kalpha enzyme, ADP-Glo luminescence, 60 min; active compounds read low; Phosphatidylinositol 5-phosphate 4-kinase type-2 alpha (Homo sapiens), P48426; active = max response of -50% or lower; inconclusive = between -30% and -50%; inactive = -30% or higher; note: value at the top dose of about 77 µM; % is set by controls: 0 for no effect and ±100 for the full control effect
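Reactions run in 0.038 M HEPES pH 7.4, 0.28 mM EGTA, 0.1% CHAPS and 5% DMSO, with PI5P4Kalpha, substrate, compound and 5 microM ATP final, one hour at room temperature. Readout is ADP-Glo luminescence.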
* = called active by the depositor; i = inactive; ? = inconclusive; nt = not tested or not shown; [ ] = another dose, or the depositor's remark. Unless noted, calls come from the whole dose curve; as a rule, active = well fitted curve in the direction sought with a large enough effect; inconclusive = small, poorly fitted or top-dose-only effect, or another doubt; inactive = no such curve, though single readings can be large; an effect the other way counts as inactive or inconclusive. An excerpt. The share of hits here may be higher or lower than overall.

SMILES | PTHR1 agonist | PLK1 PBD block | IL-2 act | GLP1R cytotox | EPAC1 antag | GLP-1R inv ag | EPAC1 agonist | GLP-1R agonist | PI5P4Ka inh
O=C(N[C@@H](Cc1ccccc1)C(=O)OCc1ccccc1)c1nc[nH]c1C(=O)NCc1ccccc1 | i | -8% | -3.0 | 19% | -7% | 6% | -9% | -6% | 10
CCOc1ccc(-c2c(C)n([O-])c3c([n+]2=O)CCCC3)cc1 | -9%[57.5 µM] | 5% | -0.1 | 3% | -1% | 12% | -4% | -3% | 2
CCOC1CCCc2oc(-c3ccc(OC)cc3)c(C(=O)NCCCCO)c21 (stereo not given) | -9% | -12% | 0.8 | 5% | ? | 1% | 2% | 2% | 2
CC(C)(C)c1ccc(C(=O)N/C(=C\c2ccco2)C(=O)Nc2ccccc2C(=O)O)cc1 | -17% | -19% | -1.7 | 4% | -22% | 9% | -5% | 13% | ?
CCN(C(=S)Nc1cccc2ccccc12)c1ccccc1 | ? | -22% | 1.1 | ? | -4% | ? | 1% | 11% | ?
CC(C)=CCCC(C)CN(C)CCc1ccccn1 (stereo not given) | -17%[57.5 µM] | -8% | 3.5 | -17% | 19% | -4% | 6% | 4% | nt
CCOC(=O)N1CCN(C(=O)CN2C(=O)COc3ccc(S(=O)(=O)N4CCOCC4)cc32)CC1 | -12% | -5% | -0.1 | -13% | 13% | 4% | 4% | -6% | -5
O=c1c(Cc2ccccc2)c(O)nc2n1CCS2 | i | -4% | 1.5 | -13% | 10% | 7% | 0% | -8% | -55*
CCCN(CC(=O)Nc1ccccc1OC)C(=O)Cc1ccc2c(c1)CCC2 | -56%[inhibitor] | 21µM* | 0.5 | -10% | -8% | ? | 2% | -3% | -13
Cc1ccc(S(=O)(=O)N(C)C)cc1NC(=O)COC(=O)/C=C/c1ccc2ccccc2n1 | i | -15% | -3.5 | -7% | -4% | -8% | -2% | 7% | -2
CCOc1ccc2oc(C(=O)NCC3CCCO3)c(C)c2c1 (stereo not given) | -12% | -2% | -1.0 | -3% | -10% | 24% | -6% | 3% | -8
O=C(CN1C(=O)NC(Cc2c[nH]c3ccccc23)C1=O)NC1CC1 (stereo not given) | -9% | -20% | 0.7 | 1% | 11% | 0% | 11% | -1% | 1
COc1ccccc1CNC(=O)C1CCN(Cc2nc(-c3cccc(Cl)c3)oc2C)CC1 | -22%[57.5 µM] | -6% | -2.0 | -2% | 2% | 0% | 4% | -1% | 0
O=C(COC(=O)c1ccccc1Br)NCC1CCCO1 (stereo not given) | i | -6% | 0.1 | -2% | 23% | 16% | 2% | 5% | 0
O=C(NCc1ccccc1)c1ccc(Cl)cc1 | i | 1% | -3.8 | 5% | 6% | -16% | -3% | -5% | 5
COc1cc(SC)ccc1C(=O)N1CCN(c2ccc(O)cc2)CC1 | -22% | 9% | 0.2 | 7% | -2% | 10% | 11% | 0% | -2
CCN(CC)S(=O)(=O)c1ccc(-n2c(=O)c(C(C)C)c(C)n2C)cc1 | i | -3% | -0.6 | 2% | -3% | 0% | -4% | 0% | 0
CC(C)NC(=O)/C(=C\c1cccc([N+](=O)[O-])c1)NC(=O)c1ccccc1 | i | -1% | -2.2 | 6% | 2% | 5% | 1% | -14% | nt
COc1cccc(CNC(=O)C2CCN(S(=O)(=O)c3ccc4c(c3)NC(=O)CO4)CC2)c1 | -62%[inhibitor] | -5% | -2.8 | 1% | -34% | -2% | 7% | 4% | 3
CCCS(=O)(=O)NC(=O)C1(C)CCCN(C(=O)c2ccc(F)cc2Cl)C1 (stereo not given) | -1% | -1% | -0.2 | -7% | -11% | 12% | -13% | -5% | -2
CCOc1ccc(C2N(c3ccc(F)cc3)C(=O)C3CCCN32)cc1 (stereo not given) | i | -3% | -0.4 | -9% | 0% | 11% | -3% | 9% | -4
O=C(NNC(=O)c1csc(-c2cccnc2)n1)Nc1ccc(Cl)cc1 | -39%[inhibitor] | 5% | -1.1 | 6% | -10% | 4% | -24% | 0% | 4
O=C(NCCCc1ccccc1)c1cccc([N+](=O)[O-])c1 | i | -12% | 3.9 | 75%[activator] | -29% | -13% | 0% | 31% | 1
O=C(O)Cn1nc(-c2ccc(Cl)cc2)ccc1=O | i | 0% | 0.7 | -13% | -29% | -33% | 14% | 0% | 3
Cc1ccc(C(=O)c2nc3c(n2O)CCCC3)cc1 | i | -1% | -2.8 | 3% | 19% | 7% | 2% | -14% | 1
CC1(C)c2ccccc2-n2c1cc1oc(=O)cc(O)c1c2=O | -17% | -4% | -2.0 | 7% | 15% | -7% | 2% | -1% | 3
CCOc1ccc(S(=O)(=O)N2CCOCC2)cc1NC(=O)CSCC(=O)Nc1ccc(OC)cc1 | 3% | -6% | -1.4 | 3% | -2% | -6% | 1% | -18% | 1
COc1cccc(/C=N/n2c(-c3ccco3)nc3ccccc3c2=O)c1OC | -3% | -6% | -0.7 | 3% | 3% | 10% | 4% | 3% | 8
O=C(CCSc1ccccc1)NCCSCc1ccco1 | -23% | -7% | -0.3 | -15% | 4% | 2% | 4% | -3% | 2
O=C(Nc1cccc(Cl)c1)C1CCCN(c2cnccn2)C1 (stereo not given) | i | 5% | 0.1 | 7% | -8% | -24% | -8% | 6% | -3
COC(=O)c1ccc2c(=O)[nH]c(CCl)nc2c1 | -7% | -14% | -1.0 | -10% | 10% | -4% | -4% | 0% | -8
Cn1cc(P(=S)(N2CCOCC2)N2CCOCC2)cc1P(=S)(N1CCOCC1)N1CCOCC1 | -24% | ? | -1.9 | -14% | -1% | -13% | -5% | 30% | 1
N#CC1=C(SCC(N)=O)NC(=O)CC1c1ccccc1Cl (stereo not given) | -10% | -12% | 6.3 | 0% | -9% | 1% | -6% | -5% | 0
O=C(Nc1cccc(C(F)(F)F)c1)/C(=C/c1ccco1)NC(=O)c1cccs1 | -7% | -16% | -6.9 | 9% | -12% | 0% | -12% | 2% | -4
O=C(CSC1=Nc2ccccc2C2CC=NN12)Nc1ccc(F)cc1Cl (stereo not given) | -11% | -21% | -2.4 | 16% | 0% | 18% | 2% | 4% | 9
Cc1c(NC2=NC3(CCCCC3)Cc3ccccc32)c(=O)n(-c2ccccc2)n1C | i | -6% | -1.1 | -6% | -13% | -31% | -1% | -2% | 3
Cc1ccc(C)c(N2CCN(S(=O)(=O)c3cc4c(cc3Cl)NC(=O)CO4)CC2)c1 | -23% | -3% | 3.0 | 4% | 2% | 2% | 0% | 10% | 6
CC[C@@H](C)[C@@H](C(=O)N1CCN(C(=O)OC(C)(C)C)CC1)n1cc(CCCCNC(=O)OC(C)(C)C)nn1 | -43%[inhibitor] | -3% | -0.5 | 5% | -7% | -29% | 0% | 5% | -3
O=C1NN=C2CCCCCCCCCCC12 (stereo not given) | -10% | 2% | -0.4 | 4% | 6% | -10% | -1% | 7% | -1
COc1ccccc1NC(=O)CSC(N)=O | -3%[57.5 µM] | -24% | 2.8 | -8% | 8% | -20% | 0% | -16% | -2
COc1ccc(/C=C/C(=O)Oc2cc(O)cc(O)c2)cc1 | -12% | 2% | 0.0 | 1% | 13% | -17% | 8% | 1% | -1
CS(=O)(=O)Nc1cc2c3c(c1)CCC(=O)N3CCC2 | 4% | 2% | 0.0 | 5% | 7% | -9% | 13% | 0% | -3
C/C(=N\NC(=O)c1nn(C)cc1Br)c1ccc(NC(=O)c2ccncc2)cc1 | i | -2% | 0.3 | -1% | -4% | 4% | 3% | 6% | -6
COc1cccc(NC(=O)CN(C)C(C)C(=O)Nc2ccc(C(C)=O)cc2)c1 (stereo not given) | -94%[inhibitor] | -6% | -0.6 | -4% | -7% | -9% | 11% | 15% | -2
CCN1CCN(C(=O)c2cc(-c3ccco3)nc3ccccc23)CC1 | -8% | -21% | 0.6 | 1% | 17% | 12% | 0% | -2% | -19

Sorted by length of the SMILES (rising): 3 of the compounds above
SMILES | PTHR1 agonist | PLK1 PBD block | IL-2 act | GLP1R cytotox | EPAC1 antag | GLP-1R inv ag | EPAC1 agonist | GLP-1R agonist | PI5P4Ka inh
O=C(O)Cn1nc(-c2ccc(Cl)cc2)ccc1=O | i | 0% | 0.7 | -13% | -29% | -33% | 14% | 0% | 3
Cc1c(NC2=NC3(CCCCC3)Cc3ccccc32)c(=O)n(-c2ccccc2)n1C | i | -6% | -1.1 | -6% | -13% | -31% | -1% | -2% | 3
O=C(N[C@@H](Cc1ccccc1)C(=O)OCc1ccccc1)c1nc[nH]c1C(=O)NCc1ccccc1 | i | -8% | -3.0 | 19% | -7% | 6% | -9% | -6% | 10

The list continues.
SMILES | PTHR1 agonist | PLK1 PBD block | IL-2 act | GLP1R cytotox | EPAC1 antag | GLP-1R inv ag | EPAC1 agonist | GLP-1R agonist | PI5P4Ka inh
CCOC(=O)c1nn(-c2ccccc2)c2nnc(Cc3ccc(C)cc3)c(=O)n12 | -19% | -6% | -0.1 | -5% | -3% | 0% | 4% | -1% | 4
CCO[C@@H]1OC(C(=O)O)=C[C@H](c2ccc3c(c2)OCO3)[C@H]1CCCO | -12% | -24% | -2.0 | ? | -7% | 9% | -4% | 0% | -4
CCOC(=O)/C=C1\CC(=O)Nc2nonc2N1 | -24% | -5% | -0.2 | -5% | -11% | 3% | 0% | -6% | nt
COC(=O)CN1C(=O)C(O)(CC(=O)c2cccc(Br)c2)c2ccccc21 (stereo not given) | i | -13% | -2.4 | -9% | 3% | -15% | 1% | 1% | 2
NC(=O)CSc1nc2scc(-c3ccc(Cl)cc3)c2c(=O)n1Cc1ccccc1 | -22% | -1% | -3.1 | -16% | -12% | -25% | -5% | 19% | 2
